# CHT allo act = allosterically activates the human high affinity choline transporter | Q9GZV3 | CHT-expressing cells, membrane potential dye, choline EC20; hits give high values; LV-AA mutant CHT in HEK293 cells | B-score at 10 µM | 0.49% of 310,000 active | AID 488977;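 active means initial fluorescence not abnormally high and integrated response B-score, plate-corrected, over 3 SD above library mean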
# Target sequence (Q9GZV3 whole entry, looked up): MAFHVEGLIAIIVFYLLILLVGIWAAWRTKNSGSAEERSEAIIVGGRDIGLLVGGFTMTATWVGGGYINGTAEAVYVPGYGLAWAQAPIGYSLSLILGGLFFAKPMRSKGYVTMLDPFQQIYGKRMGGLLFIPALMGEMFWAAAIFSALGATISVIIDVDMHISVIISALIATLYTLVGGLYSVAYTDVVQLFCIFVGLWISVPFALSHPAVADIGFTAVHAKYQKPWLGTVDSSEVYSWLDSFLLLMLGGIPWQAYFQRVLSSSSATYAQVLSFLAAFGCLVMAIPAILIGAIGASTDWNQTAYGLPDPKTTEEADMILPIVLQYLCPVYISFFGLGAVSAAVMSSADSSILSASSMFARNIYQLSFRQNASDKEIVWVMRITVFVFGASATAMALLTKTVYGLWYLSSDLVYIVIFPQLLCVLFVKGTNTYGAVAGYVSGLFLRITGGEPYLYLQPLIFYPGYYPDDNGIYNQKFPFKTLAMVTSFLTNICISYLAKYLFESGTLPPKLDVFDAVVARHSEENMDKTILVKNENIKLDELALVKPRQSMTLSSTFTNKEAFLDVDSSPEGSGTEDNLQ
# STK33 inh = inhibitors of human STK33 kinase; Q9BYT3; purified STK33, MBP phosphorylation, ADP-Glo luminescence; inhibition, % at 10 µM; 0.073% of 320,000 active;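 active means inhibition at or above 25%, using the most active replicate where run in duplicate; inactive means inhibition below 25%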
# Target sequence (Q9BYT3 whole entry, looked up): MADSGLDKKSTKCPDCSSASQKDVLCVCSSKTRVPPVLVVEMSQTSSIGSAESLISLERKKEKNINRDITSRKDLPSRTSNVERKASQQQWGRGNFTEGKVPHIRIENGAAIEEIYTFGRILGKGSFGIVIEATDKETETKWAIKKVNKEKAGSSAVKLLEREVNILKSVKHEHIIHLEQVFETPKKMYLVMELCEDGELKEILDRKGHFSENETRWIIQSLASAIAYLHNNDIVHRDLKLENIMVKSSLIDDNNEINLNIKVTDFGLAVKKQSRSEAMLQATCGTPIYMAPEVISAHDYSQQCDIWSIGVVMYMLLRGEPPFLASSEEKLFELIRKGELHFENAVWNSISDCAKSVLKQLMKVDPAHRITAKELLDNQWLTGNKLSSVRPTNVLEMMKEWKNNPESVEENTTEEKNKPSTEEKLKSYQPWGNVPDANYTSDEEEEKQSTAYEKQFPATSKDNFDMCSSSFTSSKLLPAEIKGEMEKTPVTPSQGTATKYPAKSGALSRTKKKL
# CHT inh = inhibits the human high affinity choline transporter; Q9GZV3; AID 488975; 0.86% of 310,000 active; CHT-expressing cells, membrane potential dye, choline response; hits give low values; B-score at 10 µM;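 active means B-score over 3 SD under the library average, and starting fluorescence ratio not unusually high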;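 further: choline stimulus applied at its EC90 after an EC20 pre-addition; B-score computed on integrated fluorescence ratio after choline addition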
# * marks the source's active call; other numbers are inactive results; i = inactive; . = no result given.
Compound	CHT allo act	STK33 inh	CHT inh
CC(C)(C)/C(O)=C/c1nc2ccccc2oc1=O	i	-1.3	i
COc1ccc(NC(=S)N2CCC(C(=O)c3ccc(OC)cc3)CC2)cc1	i	-1.6	i
O=C(/C=C/Nc1ccc(S(=O)(=O)Nc2cnc3ccccc3n2)cc1)c1cccnc1	i	-1.5	i
C[Si](C)(C)n1ccnc1	i	-0.6	i
O=C(CSc1nc(O)c(Cc2ccccc2)c(=O)n1-c1ccccc1)N1CCOCC1	i	-0.7	i
O=C(COc1ccccc1)NCC(=O)N/N=C/c1cccs1	i	-0.8	i
CC(=O)c1cccc(NC(=O)C(C)OC(=O)CCCN=C2NS(=O)(=O)c3ccccc32)c1 (stereo not drawn)	i	-5.4	i
O=C(CNc1ccccc1OC(F)F)N1CCc2ccccc21	i	0.3	i
Cc1ccc(-n2c(N)cc(=O)nc2SCC(=O)N2CCN(c3ccccc3)CC2)cc1C	i	0.5	i
CC(=O)Oc1ccc(Oc2ccc(-c3noc(C)n3)cc2)cc1	i	2.9	i
O=C(Nc1cccc(-n2cnnn2)c1)c1ccoc1COc1ccc(Cl)cc1	i	-1.8	i
Cn1c(=O)[nH]c(=O)c2c1nc(Sc1ccccc1)n2CCc1ccccc1	i	0.6	i
CNCCOc1ccccc1-c1ccccc1	i	0.7	i
COc1ccc(CCC(=O)NCc2ccccc2OC)cc1	i	-2.6	i
COc1ccc(C(=O)Oc2c(OC)cc(C(=S)N3CCOCC3)cc2OC)cc1OC	i	-0.6	i
Cc1ccc(OCC(=O)N2CCN(C(=O)CCC3CCCC3)CC2)cc1	i	-2.1	i
CC(=O)NS(=O)(=O)c1ccc(N=c2ssc3c2-c2cc(C)ccc2NC3(C)C)cc1	i	.	i
O=C(O)Cn1cnc2scc(-c3cccs3)c2c1=O	i	-0.2	i
CC1CCCCN1C(=O)COC(=O)c1n[nH]c2ccccc12 (stereo not drawn)	i	-1.2	i
Cc1ccc(C(=O)N(C)CC(=O)Nc2cccc(F)c2)cc1S(=O)(=O)N1CCCCC1	i	0.5	i
CCOCCCNC(=O)c1c[nH]c2c(CC)cccc2c1=O	i	1.2	i
CCCNC(=O)c1onc(CSc2ccc(F)cc2)c1C(=O)NCCC	i	-0.8	i
COc1ccc(/C(O)=C2\C(=O)C(=O)N(c3cc(C)on3)C2c2cccc(OC)c2OC)cc1C (stereo not drawn)	i	-0.5	i
CCOc1ccc(Br)cc1C(=O)N/N=C/c1ccccn1	i	3.5	i
Cc1ccc(CNC(=O)C2CCCN(c3nc4ccccc4o3)C2)cc1 (stereo not drawn)	i	-0.8	i

# Continuation.
Compound	CHT allo act	STK33 inh	CHT inh
COc1ccccc1NC(=O)C(=O)N/N=C(\C)CC(=O)Nc1ccccn1	i	1.0	i
CC(C)N(C)Cc1cn(C)nc1-c1ccc(Oc2ccccc2)cc1	i	1.1	i
Cc1ccc(-c2nc(S(=O)(=O)c3ccc(C)cc3)c(N3CCOCC3)o2)cc1	i	0.9	i
CCOc1ccc(S(=O)(=O)N(CC(=O)N2CCC(C(N)=O)CC2)c2ccc(F)cc2)cc1	i	-1.8	i
CN(C)S(=O)(=O)N1CCC(n2nccc2NC(=O)CCCc2ccccc2)CC1	i	-1.4	i
CC1CCN(C(=O)c2cc(-c3ccc4c(c3)OCO4)on2)CC1	i	-0.7	i
CC(=O)c1cccc(NC(=O)c2cccc(S(=O)(=O)N(C)C)c2)c1	i	-0.2	i
CCN(CC)S(=O)(=O)c1ccc(O)c(NC(=O)CN2CCc3ccccc3C2)c1	i	-0.7	i
COc1ccc(N=c2oc3ccccc3cc2C(=O)Nc2ccccn2)cc1OC	i	-0.7	i
Cc1ccc(S(=O)(=O)N2CCCCC2)cc1NC(=O)COC(=O)c1ccccc1F	i	-0.5	i
N#CCCn1cc(C(=O)Nc2ccccc2Br)c(-c2cccs2)n1	i	0.5	i
O=C(Nc1cccc(Cl)c1N1CCOCC1)c1cc([N+](=O)[O-])ccc1N1CCOCC1	i	-0.9	i
O=C(Nc1ccccc1-c1nnc(SCc2ccc(Cl)cc2)o1)c1ccccc1	i	0.2	i
CC(=O)NCC(=O)OCC(=O)Nc1nc(-c2ccccc2)cs1	i	-0.8	i
CC(C)c1ccc(S(=O)(=O)Nc2ccc(SC(F)F)cc2)cc1	i	0.3	i
N#CCSc1nnc(Cc2ccc3c(c2)OCO3)o1	i	-1.4	i
Cc1ccc(S(=O)(=O)N(C)C)cc1NC(=O)COC(=O)CC1CCCC1	i	0.6	i
OCc1ccccc1OCCCOc1cccc2cccnc12	i	0.5	i
CCOC(=O)C1=C(C)N(C)C(=O)NC1c1cc2c(cc1[N+](=O)[O-])OCO2 (stereo not drawn)	i	0.2	i
Cc1nc(SCC(=O)NCCc2ccccc2)nc(C)c1C	i	0.5	i
CCOC(=O)/C(C#N)=C1\C=CN(C)C(C)=N1	i	0.0	i
COc1ccc(-c2oc3ncn4nc(COc5ccccc5)nc4c3c2-c2ccc(OC)cc2)cc1	i	-0.4	i
CCCn1cnc2cc(NCc3cccs3)ccc21	i	1.7	i
CCCCC(C(=O)NC1CCCC1)N(C(=O)c1snc(C(N)=O)c1N)c1ccc(C)cc1 (stereo not drawn)	i	-1.6	i
COc1cccc(Nc2ncnc3onc(-c4ccccc4OC)c23)c1	i	0.2	i

# 7 compounds out of the list above, ordered by the number in STK33 inh, lowest first.
compound	STK33 inh
CCCCC(C(=O)NC1CCCC1)N(C(=O)c1snc(C(N)=O)c1N)c1ccc(C)cc1 (stereo not drawn)	-1.6
Cc1ccc(S(=O)(=O)N2CCCCC2)cc1NC(=O)COC(=O)c1ccccc1F	-0.5
CCOC(=O)C1=C(C)N(C)C(=O)NC1c1cc2c(cc1[N+](=O)[O-])OCO2 (stereo not drawn)	0.2
CC(C)c1ccc(S(=O)(=O)Nc2ccc(SC(F)F)cc2)cc1	0.3
OCc1ccccc1OCCCOc1cccc2cccnc12	0.5
Cc1ccc(-c2nc(S(=O)(=O)c3ccc(C)cc3)c(N3CCOCC3)o2)cc1	0.9
COc1ccccc1NC(=O)C(=O)N/N=C(\C)CC(=O)Nc1ccccn1	1.0

# Continued:
Compound	CHT allo act	STK33 inh	CHT inh
Cc1csc(/N=C/c2ccc([N+](=O)[O-])cc2)n1	i	-2.4	i
COc1cccc(NC(=O)CCC2CCN(Cc3nccs3)CC2)c1	i	-1.1	i
CSCCC(NC(=O)COc1ccccc1)C(=O)N1CCCCC1 (stereo not drawn)	i	-3.2	i
CCn1c(SCC(=O)N/N=C/C=C/c2ccccc2[N+](=O)[O-])nnc1-c1ccccc1	i	-1.6	i
CN(C)S(=O)(=O)c1ccc(N2CCCC2)c(C(=O)Nc2ccccc2)c1	i	-1.3	i
Nn1c(Cc2ccc(F)cc2)n[nH]c1=S	i	-0.3	i
Cc1onc(-c2ccccc2Cl)c1C(=O)NCc1ccc2c(c1)cc(C)n2C	i	-2.1	i
CCS(=O)(=O)c1nc(S(=O)(=O)c2ccc(C)cc2)c(NCCCN(C)C)s1	i	-0.9	i
CCOC(CNC(=O)Cn1nc(C)c2ccccc21)OCC	i	-0.4	i
COC(=O)/C(C#N)=C/c1c(N2CCN(C)CC2)nc2ccccn2c1=O	7.3*	-0.7	i
CN1C(=S)SC(C)(C)C1(C)NO (stereo not drawn)	i	1.0	i
Cn1c(=O)oc2cc(S(=O)(=O)Nc3cccc(F)c3)ccc21	i	-4.1	i
CC(C)OC(=O)Cn1c(=O)oc2ccccc21	i	0.4	i
Cc1nn(C)cc1C(C(=O)NC1CCCCC1)N(C(=O)Cc1cccs1)c1ccc(Cl)cc1 (stereo not drawn)	i	-0.2	i
CC(C)CNC(=S)N1CCC(C(=O)c2ccc3c(c2)OCCO3)CC1	i	-1.9	i
COc1ccc(OCCOCCOc2ccc(C)cc2[N+](=O)[O-])cc1	i	-0.7	i
O=C(Oc1cccc(N2C(=O)C3C4c5ccccc5C(c5ccccc54)C3C2=O)c1)c1ccco1 (stereo not drawn)	i	-2.0	i
Cc1ccc(NC(=S)N2CCCC(CO)C2)c(C)c1 (stereo not drawn)	i	0.1	i
CCOC(=O)Nc1ccc2c(CN3C(=O)NC(CC)(CC)C3=O)cc(=O)oc2c1	i	-0.7	i
O=C1CC(NC(=O)C(F)(F)F)=NN1c1ccccc1	i	-1.8	i
Cc1cc(NC(=O)c2c([N+](=O)[O-])cnn2C)no1	i	-0.9	i
CCCNc1c(NS(=O)(=O)c2ccc(C)c(C)c2)c(=O)oc2ccccc12	i	.	i
Cc1ccc(-c2nnc(SCC(=O)n3c4c(c5ccccc53)CCCC4)o2)cc1	i	-0.7	i
Cc1ccc(S(=O)(=O)C(NC(=O)c2ccccc2)=C(Cl)Cl)cc1	i	-2.9	i
CS(=O)(=O)N(CC(=O)Nc1ccccc1C(=O)N1CCOCC1)c1ccc(F)c(Cl)c1	i	5.1	i

# Some of the entries so far, with values under each structure:
# Every second line gives: CHT allo act	STK33 inh	CHT inh
CNCCOc1ccccc1-c1ccccc1
 : i	0.7	i
COc1ccc(CCC(=O)NCc2ccccc2OC)cc1
 : i	-2.6	i
COc1ccc(C(=O)Oc2c(OC)cc(C(=S)N3CCOCC3)cc2OC)cc1OC
 : i	-0.6	i

# Additional structures.
Compound	CHT allo act	STK33 inh	CHT inh
CCc1ccc(NC(=O)CSc2nc3[nH]ncc3c(=O)[nH]2)cc1	i	-0.6	i
CCOC(=O)c1cnc(SC)nc1NCCOC	i	-0.8	i
O=C(CCn1c(=S)oc2ccccc21)NCCC1=CCCCC1	i	-1.2	i
NC(=O)c1ccc(OCC2CCCO2)cc1 (stereo not drawn)	i	-1.3	i
COc1ccc(Nc2nc(N)c([N+](=O)[O-])c(NC3CCCCC3)n2)cc1	i	-1.6	i
COc1ccc(CC(=O)OCC(=O)N2CCCc3ccccc32)cc1OC	i	-1.0	i
COc1ccc(C2=CSC3=NCCN23)cc1Br	6.6*	-0.2	i
CCCn1cc(S(=O)(=O)CC(=O)NC2CCCCC2)c2ccccc21	i	-1.2	i
CCCC1C2C(=O)N(c3ccccc3)C(=O)C2ON1c1ccccc1 (stereo not drawn)	i	-0.6	i
COC(=O)c1ccc(NC(=O)CSc2nnc(COc3ccc4c(c3)CCCC4)o2)cc1	i	-1.6	i
COc1ccc(S(=O)(=O)N2CCOC23CCN(S(=O)(=O)c2ccc(Cl)cc2)CC3)cc1	i	-0.3	i
Cc1ccc(NC2SC(=O)N(Cc3cccc(C(=O)O)c3)C2=O)cc1 (stereo not drawn)	i	-1.1	i
CCOc1cc(C(=O)Nc2ncccn2)cc(OCC)c1OCC	i	-0.7	i
CCOc1cc(OCC)nc(S(C)(=O)=O)n1	i	-1.7	i
CC1CN(Cc2nc3c(c(=O)n(C)c(=O)n3C)n2Cc2cccc(Cl)c2)CC(C)O1 (stereo not drawn)	i	-0.3	i
COc1ccc(-n2nc(C(=O)NCC(=O)NCc3ccco3)c3ccccc3c2=O)cc1Cl	i	-1.1	i
O=C(CSc1nnc(-c2ccc(OC(F)F)cc2)o1)NCc1cccs1	i	-0.6	i
CCN(CC)c1ccc(NC(=O)/C=C\c2ccccc2Cl)cc1	i	-2.7	i
COc1ccc(CC(=O)N(C)Cc2ccc(Cl)cc2)cc1S(=O)(=O)N1CCOCC1	i	-2.0	i
COC(=O)c1ccccc1NC(=O)c1cnn2c(C)cc(C)nc12	i	-0.4	i
COc1ccc(-c2nnc(SCC(=O)O)n2C)cc1OC	i	0.0	i
CC1C(=O)N2CCCc3cc(NS(=O)(=O)c4ccccc4)cc1c32 (stereo not drawn)	i	0.5	i
O=C(NCc1ccccc1)[C@@H]1CSC2c3ccccc3C(=O)N21 (stereo partly drawn)	i	-2.0	i
CSc1ccc(C2(O)Cc3cccc[n+]3C2c2ccccc2)cc1 (stereo not drawn)	i	-1.3	i
COc1cc(/C=C/C(=O)c2ccc(O)cc2)ccc1OCC#N	i	13	i

# Next section:
Compound	CHT allo act	STK33 inh	CHT inh
O=C(Cc1nnc(NC(=O)Nc2ccc(F)cc2)s1)NCc1ccccc1	i	-2.0	i
Cc1nc(-c2ccncc2)sc1C(=O)Nc1ccc(Cl)cc1	i	-1.2	i
CC1CC(C)CN(C(=O)CCCn2c(=S)[nH]c3ccccc3c2=O)C1 (stereo not drawn)	i	0.6	i
CC(C)=CCC/C(C)=C/C=N/NC(=O)c1cccc([N+](=O)[O-])c1	i	-1.4	i
CCC(C(=O)NCC1CCCO1)N(C(=O)c1snc(C(N)=O)c1N)c1ccc(Cl)cc1 (stereo not drawn)	i	0.4	i
N#Cc1ccsc1NC(=O)CN1CCN(Cc2ccccc2)CC1	i	0.8	i
Cc1nn(CC(=O)Nc2ccc(Br)cc2F)c(=O)c2cccn12	i	-1.3	i
CCOc1ccc(Br)cc1S(=O)(=O)Nc1ccc(C(=O)OCC(=O)N(C)c2ccccc2)cc1	i	-0.8	i
Cc1cccc(C(=O)N2CC3(C)CC2CC(C)(C)C3)c1 (stereo not drawn)	i	0.1	i
Cc1ccc(-c2cc(C(=O)NCCCn3ccnc3)c3cc(Br)ccc3n2)o1	i	-1.4	-9.2*
N#CC(c1ccccc1)c1cccc(Cl)n1 (stereo not drawn)	i	-0.7	i
Brc1ccccc1CN1CCC(N2CCCCC2)CC1	i	0.3	i
Cn1c(NC(=O)CC2CCCCC2)cc(=O)n(C)c1=O	i	1.0	i
N#Cc1c(NCCO)nc(NCc2ccccc2)c2c1CCN(Cc1ccccc1)C2	i	0.0	i
CC1(C)Cn2c(nc(=O)c3c2NCN(CCc2ccccc2)C3)S1	i	3.3	i
CCNc1c([N+](=O)[O-])c(=O)n(CC)c2ccccc12	i	-0.2	i
